# KB-V1 MDR tox = kills drug-selected multidrug resistant KB-V1 cells; Potency, µM (doses to about 46.1 µM), inactives show at the highest dose activity change, negative = cytotoxicity, usual class: cytotoxic; hit rate 3.4% among 400,000; KB-V1 MDR cells viability, CellTiter-Glo, 72 h; note: % is set by controls: 0 for no effect and ±100 for the full control effect; nearly all actives have a fitted effect of over 60% in size
#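 Cytotoxicity via CellTiter-Glo luminescence after 72 h compound exposure at 37 degrees C. Cells: drug-selected KB-V1 line, DMEM phenol-red free plus 10% FBS. Compounds tested at multiple concentrations; normalized data fitted to concentration-effect curves.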
# GLP1R cytotox = cytotoxicity counter-screen for GLP-1 receptor inverse agonists; AID 624418; Potency, µM (titrated, usually from 38.3 µM), for the others: at the highest dose activity change, negative = inhibition, usual class: inhibitors; HEK293 cAMP-luciferase reporter cells, luminescence, 24 h; hit rate 0.13% among 410,000;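 note: loss of luciferase light is scored as toxicity; % is set by controls: 0 for no effect and ±100 for the full control effect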
#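 Quantitative HTS format, 1536 wells, 200 cells/uL seeded. Compounds: 23 nL, 24 h, 37 °C. Detection: luciferase reagent, luminescence at 12 min RT; decreased signal taken as cytotoxic.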
# GLP1R ag = activates the human GLP-1 receptor; P43220; HEK293 GLP-1R CRE-luciferase, luminescence, 4-6 h; cells express a hypersensitive GLP-1R form; Potency, µM (highest dose often 45.6 µM), for the others: at the top dose activation, usual class: activators; hit rate 0.007% among 380,000; AID 624172; note: % of control where 0% means no effect
# Target sequence (P43220 whole entry, looked up): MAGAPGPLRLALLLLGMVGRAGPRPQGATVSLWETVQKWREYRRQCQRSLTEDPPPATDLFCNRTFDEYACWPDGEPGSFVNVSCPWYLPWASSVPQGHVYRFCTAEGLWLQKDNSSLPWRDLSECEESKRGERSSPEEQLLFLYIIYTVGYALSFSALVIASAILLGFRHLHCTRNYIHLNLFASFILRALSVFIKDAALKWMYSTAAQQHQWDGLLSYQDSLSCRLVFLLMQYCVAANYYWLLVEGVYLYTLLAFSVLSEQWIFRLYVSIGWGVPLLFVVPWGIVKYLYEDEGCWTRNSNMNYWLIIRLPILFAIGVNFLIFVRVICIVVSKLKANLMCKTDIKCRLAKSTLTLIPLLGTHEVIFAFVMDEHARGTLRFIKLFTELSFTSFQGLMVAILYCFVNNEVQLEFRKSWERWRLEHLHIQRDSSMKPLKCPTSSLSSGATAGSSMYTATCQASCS
# HT1080 IDH1KD tx = kills HT-1080 cells with IDH1 knockdown. AID 686971. hit rate 2% among 360,000. HT-1080 IDH1 knockdown viability, ATP luminescence, 48 h. Potency, µM (top dose mostly 46.1 µM), for inactives: top-dose activity, negative = toxicity, hits mostly cytotoxic;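 note: 0% = DMSO wells and -100% = cell-free medium wells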
#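 Knockdown cells (IDH1KD HT-1080) received compounds 2 h after plating at 750 cells/well and were kept 48 h at 37 °C in 5% FBS RPMI. A CellTiter-Glo luminescence read gave % activity for curve fitting.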
# TDP43 rescue = rescues yeast growth from TDP-43 toxicity | hit rate 1.8% among 410,000 | TDP-43 expressing yeast growth rescue, BacTiter-Glo, 24 h | Potency, µM (doses to about 46.1 µM), for inactives: at the highest dose growth rescue (activation), actives largely listed as activators; note: % of control where 0% means no effect; nearly all actives have a fitted effect of over 50% in size
#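 Readout is BacTiter-Glo luminescence of cell growth, so inhibitors register as activators. TDP-43-expressing yeast at OD600=0.02 in galactose medium, after raffinose pregrowth to mid-log, were incubated with compound for 24 hr at 30 deg C.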
# SW480 rerep = inducers of DNA re-replication in SW480 colon cancer cells. SW480 DNA re-replication, Hoechst DNA content imaging, 48 h. Potency, µM (series often up to 46.1 µM), for the others: at the highest dose re-replication activation, most hits filed as activators. hit rate 1.8% among 340,000; note: % of control where 0% means no effect; nearly all actives have a fitted effect of over 55% in size
#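 Quantitative HTS format with DMSO vehicle controls; 48 hr drug incubation at 37 C, then 40 min Hoechst staining and scanning imager measurement at 405 nm excitation.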
# GLP1R inv ag = inverse agonists of human GLP-1 receptor; Potency, µM (highest dose often 38.3 µM), without a hit: at the highest dose activity change, negative = inhibition, most hits filed as inhibitors; hit rate 1.6% among 410,000; HEK293 GLP-1R CRE-luciferase, luminescence, 24 h; GLP-1R form is constitutively active; note: % is set by controls: 0 for no effect and ±100 for the full control effect; nearly all actives have a fitted effect of over 55% in size
#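 Stable HEK293 clone (constitutively active GLP-1R + cAMP-response luciferase); 200 cells/uL plated, 12 h pre-culture, compound 24 hr, 37 deg C/5% CO2; detection reagent 12 min RT; luminescence.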
# KB-3-1 cytotox = kills parental KB-3-1 adenocarcinoma cells; KB-3-1 viability, CellTiter-Glo ATP luminescence, 72 h; hit rate 1.4% among 400,000; Potency, µM (doses to about 46.1 µM), for inactives: top-dose activity change, negative = cytotoxic, most hits filed as cytotoxic; note: % is set by controls: 0 for no effect and ±100 for the full control effect; nearly all actives have a fitted effect of over 60% in size
#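 72 h, 37 °C compound treatment of KB-3-1 parental cells; CellTiter-Glo added, 10 min, luminescence read. Data corrected against DMSO-only plates and normalized before curve fitting.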
# HT1080NT lethal = kills 2HG-producing HT-1080-NT fibrosarcoma cells; HT-1080-NT fibrosarcoma viability, CellTiter-Glo ATP luminescence, 48 h; Potency, µM (titrated, usually from 46.1 µM), for the others: at the top dose activity, negative = less viability, usual class: cytotoxic; hit rate 1.6% among 360,000; AID 686970;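 note: NT is the 2HG producing partner of a matched IDH1 knockdown line; 0% = DMSO-treated cells and -100% = media-only wells without cells; nearly all actives have a fitted effect of over 55% in size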
#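 A 48-hour cytotoxicity screen used HT-1080-NT cells plated 2 hours before compound delivery. ATP-based CellTiter-Glo luminescence measured viability, normalized to DMSO and no-cell controls.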
# Active calls of the source: *; ? = inconclusive; · = not tested or not shown; [ ] = another dose, or the depositor's remark. Calls come from the whole dose curve; as a rule, active = well fitted curve in the direction sought with a large enough effect; inconclusive = small, poorly fitted or top-dose-only effect, or another doubt; inactive = no such curve, though single readings can be large; an effect the other way counts as inactive or inconclusive. Potency is the fitted concentration of half-maximal effect.
SMILES,KB-V1 MDR tox,GLP1R cytotox,GLP1R ag,HT1080 IDH1KD tx,TDP43 rescue,SW480 rerep,GLP1R inv ag,KB-3-1 cytotox,HT1080NT lethal
O=C(c1cccnc1)C1CCCN(Cc2nc(Cc3ccccc3)no2)C1 (configuration not stated),?,-4.8%,6.2%,0.7%,-5.8%,2.5%,-13.0%,-3.4%,-5.2%
CCOc1ccc2c(c1)c(=O)c(S(=O)(=O)c1ccc(CC)cc1)cn2C,-3.8%,-0.5%,-2.6%,9.2%,-20.4%,?,-3.5%,-7.6%,-2.4%
O=C(COC(=O)CCCSc1nc2ccccc2[nH]1)Nc1cccc(F)c1,-16.3%,13.2%,1.0%,16.2%,-5.9%,3.7%,-1.2%,9.2%,19.8%
O=C(NCc1cccnc1)c1ccc2nc([C@@H]3O[C@H](CO)[C@H](O)[C@H](O)[C@H]3O)[nH]c2c1,-1.9%,-0.8%,1.3%,15.5%,0.0%,·,24.9%,0.0%,28.8%
CC[C@]12c3[nH]c4ccccc4c3CCN1C(=O)C(CC(=O)NCCCn1ccnc1)C[C@@H]2C(=O)N1CCN(C(=O)c2ccco2)CC1 (some centres not stated),-3.6%,2.6%,-2.3%,2.1%,0.5%,-73.2%[inhibitor],3.8%,0.0%,-2.9%
O=C(CSc1cn(CC(=O)N2CCCCCC2)c2ccccc12)NCC1CCCO1 (configuration not stated),?,2.4%,6.4%,-2.0%,9.1%,8.8%,-1.8%,-2.4%,17.6%
COc1cccc(NC(=O)CN(C)S(=O)(=O)c2ccc3c(c2)n(C)c(=O)c(=O)n3C)c1,?,-15.3%,-4.0%,16.3%,6.4%,-13.5%,-3.6%,-2.7%,6.6%
Cc1cccc(NC(=O)c2sc(NC(=O)c3ccco3)c(C#N)c2C)c1C,-26.6%,9.7%,5.5%,0.8%,-18.4%,-0.5%,-2.9%,-25.8%,-4.2%
COC(=O)c1c(-c2ccc(S(C)(=O)=O)cc2)sc2cc(OC)ccc12,?,3.7%,1.3%,-19.4%,2.2%,-0.6%,20.3%,-5.2%,-1.7%
Cc1cccc(CNc2ccc(C(CC(N)=O)NC(=O)c3cccc(Br)c3)cc2[N+](=O)[O-])c1 (configuration not stated),-1.6%,1.8%,3.7%,5.7%,2.7%,-54.6%[inhibitor][9.22 µM],6.1%,-4.6%,-0.4%
COc1ccc(CN2C(=O)NC3(CCCCCC3)C2=O)cc1F,-15.1%,-0.6%,9.8%,8.2%,27.7%,-8.7%,-30.9%,-13.9%,10.1%
CCn1c(=NC(=O)c2ccc(N3C(=O)CCC3=O)cc2)sc2c(OC)ccc(OC)c21,-10.5%,-19.3%,2.9%,-11.7%,-0.6%,0.4%,-11.3%,-14.7%,-14.8%
N#CCC(CNc1ncc(C(F)(F)F)cc1Cl)OC(=O)c1ccc(Cl)cc1 (configuration not stated),?,4.5%,-0.5%,-7.9%[9.24 µM],?,?,?,-0.7%,?
CCOC(=O)c1[nH]cnc1C(=O)Nc1ccc(Cl)cc1,-0.3%,14.7%,1.8%,10.2%,16.3%,-13.7%,3.5%,2.8%,23.8%
Cc1cc(/C=C2\C(=N)N3N=C(c4ccco4)SC3=NC2=O)c(C)n1Cc1ccccc1,-0.3%,-3.6%,-0.4%,3.2%,-13.7%,-1.4%,-2.1%,?,1.5%
COCc1ccc(C(=O)N2CCCC(C(=O)c3cc(F)ccc3F)C2)s1 (configuration not stated),-1.6%,-1.9%,13.6%,-18.9%,11.2µM*,-3.8%,-8.2%,6.4%,8.5%
COc1ccc(Cl)cc1NC(=O)c1ccco1,-5.9%,0.0%,7.5%,-3.8%,4.5%,-6.6%,-28.8%,-10.3%,-1.0%
COc1cccc(NC(=O)C(=O)NCCc2csc3nc(-c4ccccc4C)nn23)c1,-8.5%,-8.7%,·,·,12.9%,·,8.2%,-1.8%,·
CN(C(=O)C1CCC(=O)N(Cc2cccc(F)c2)C1)C1CCCCC1 (configuration not stated),-6.9%,10.5%,3.6%,3.4%,18.3%,-0.9%,12.7%,3.4%,15.9%
O=C1NCCOC(=O)[C@@H](Cc2ccc(F)cc2)C/C=C\C[C@@H]1CC(=O)N(CCO)Cc1ccccc1,-13.3%,-1.9%,-1.1%,1.1%,20.6%,-13.8%,4.0%,5.1%,0.0%
CCCCn1nnnc1C(c1cc2ccccc2o1)N(C)Cc1ccc(Cl)c(Cl)c1 (configuration not stated),-11.0%,3.9%,-1.2%,-11.5%,0.0%,·,?,-11.8%,-1.0%
CC1CCCCC12NC(=O)N(CC(=O)Nc1ccccc1N1CCOCC1)C2=O (configuration not stated),-31.7%,2.0%,2.2%,-0.3%,-1.5%,3.9%,12.2%,9.5%,-6.2%
Cc1ccc(C(=O)NNC(=O)c2ccc3c(c2)OCCO3)cc1,-6.2%,1.3%,9.3%,9.1%,16.2%,-5.0%,0.2%,11.4%,6.6%
CCOC(=O)c1c(-c2cccs2)csc1NC(=O)CN1CC(C)OC(C)C1 (configuration not stated),-4.0%,1.7%,2.4%,?,?,?,?,-12.7%,?
C/C(=N\O)C1(C)N(O)C(C)(C)C(c2ccc(F)cc2)=[N+]1[O-] (configuration not stated),1.6%,3.0%,11.9%,6.5%,0.3%,-3.3%,10.6%,10.3%,12.9%
Cc1ccc(C)c(-n2c(CNC(=O)c3ccco3)nnc2SCC(=O)N2CCc3ccccc32)c1,0.0%,-4.4%,-2.6%,5.5%,24.8%,-0.8%,7.2%,-1.5%,-0.3%
CCOc1ccc(C(=O)NC(=S)N2CCN(c3ccc(C(F)(F)F)cc3[N+](=O)[O-])CC2)cc1,3.6%,-2.3%,-3.8%,-20.7%,5.7%,?,18.7%,5.0%,-13.3%
CSc1ncc(CN2CCN(CC=C(C)C)C(CCO)C2)cn1 (configuration not stated),3.6%,4.4%,10.2%,24.8%,-11.4%[9.22 µM],-0.5%,-12.1%,15.8%,19.6%
COc1ccc(OC)c2sc(N3CCN(C(=O)C4COc5ccccc5O4)CC3)nc12 (configuration not stated),-7.3%,2.2%,·,·,0.0%,·,-2.4%,-0.9%,·
COC(=O)[C@]1(C)N[C@H](CN(C)S(=O)(=O)c2ccc(C(C)(C)C)cc2)[C@@H]2C(=O)N(C)C(=O)[C@@H]21,-4.4%,-3.6%,2.1%,6.9%,7.6%,-5.9%,15.1%,6.0%,5.3%
O=C(NN/C(=N/S(=O)(=O)c1ccc(Cl)cc1)c1ccccc1)c1ccc(O)cc1,0.0%,9.8%,15.2%,16.5%,4.4%,-0.3%,30.9%[activator],-1.9%,26.6%
COc1ccc(Cl)cc1NC(=O)C12CCC(C)(C(=O)O1)C2(C)C (configuration not stated),0.0%,11.5%,-4.9%,-6.2%,-22.9%,-14.1%,0.0%,-6.3%,3.7%
COc1ccc(Cc2nc3ccc(C(=O)NCc4cc(C)no4)cc3o2)cc1OC,·,5.5%,17.3%,-2.6%,16.6%,0.2%,45.8%[activator],·,-9.1%
CCc1cccc2c(C(=O)CN3C(=O)NC4(CCc5ccccc54)C3=O)c[nH]c12 (configuration not stated),?,?,0.2%,?,17.9%,?,?,?,?
COc1ccc(OC)c(NC(=O)/C=C/c2ccc(C)o2)c1,-0.6%,5.3%,·,·,0.0%,·,-32.1%,-18.2%,·
CC(=O)Nc1ccc(S(=O)(=O)NC(CSc2ccc(C(=O)O)cc2[N+](=O)[O-])C(=O)O)cc1 (configuration not stated),?,-14.2%,-1.3%,13.6%,4.1%,-10.0%,19.2%,7.9%,12.6%
CN(CC(=O)OCC(=O)NCC(F)(F)F)S(=O)(=O)c1ccc(Cl)cc1,26.1%,-9.8%,1.3%,3.0%,-4.2%,-86.5%[inhibitor],6.6%,-4.1%,10.7%
COc1ccc(-c2cc(C(F)(F)F)nc(SCCC(=O)Nc3cc(C)on3)n2)cc1,-2.1%,-3.8%,-0.4%,-3.4%,-1.0%,1.6%,0.3%,-6.7%,-0.5%
COc1ccc(CC(=O)OCC(=O)Nc2c(C)n(C)n(-c3ccccc3)c2=O)cc1OC,?,-32.5%,2.5%,-0.4%,3.7%,-8.8%,1.5%,0.6%,-0.1%[9.24 µM]
O=[N+]([O-])c1cc(-c2ccc(C(=S)N3CCOCC3)o2)ccc1Cl,-6.9%,1.7%,-2.6%,-3.2%,?,18.7%,6.9%,-2.3%,-13.0%

# 6 compounds out of the list, arranged by molar mass, falling.
SMILES,KB-V1 MDR tox,GLP1R cytotox,GLP1R ag,HT1080 IDH1KD tx,TDP43 rescue,SW480 rerep,GLP1R inv ag,KB-3-1 cytotox,HT1080NT lethal
COc1ccc(CC(=O)OCC(=O)Nc2c(C)n(C)n(-c3ccccc3)c2=O)cc1OC,?,-32.5%,2.5%,-0.4%,3.7%,-8.8%,1.5%,0.6%,-0.1%[9.24 µM]
COc1ccc(Cc2nc3ccc(C(=O)NCc4cc(C)no4)cc3o2)cc1OC,·,5.5%,17.3%,-2.6%,16.6%,0.2%,45.8%[activator],·,-9.1%
CCc1cccc2c(C(=O)CN3C(=O)NC4(CCc5ccccc54)C3=O)c[nH]c12 (configuration not stated),?,?,0.2%,?,17.9%,?,?,?,?
O=[N+]([O-])c1cc(-c2ccc(C(=S)N3CCOCC3)o2)ccc1Cl,-6.9%,1.7%,-2.6%,-3.2%,?,18.7%,6.9%,-2.3%,-13.0%
COc1ccc(Cl)cc1NC(=O)C12CCC(C)(C(=O)O1)C2(C)C (configuration not stated),0.0%,11.5%,-4.9%,-6.2%,-22.9%,-14.1%,0.0%,-6.3%,3.7%
COc1ccc(OC)c(NC(=O)/C=C/c2ccc(C)o2)c1,-0.6%,5.3%,·,·,0.0%,·,-32.1%,-18.2%,·
